Assay outcomes (PubChem)
ASAP1 GAP inh: ASAP1 ArfGAP inhibition; ASAP1-stimulated ARF1 GTP hydrolysis, GDP FP detection; 360,000 tested, 0.19% active; Q9ULH1; inhibition, % at 16.5 µM; in the data active = inhibition above about 25%;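 also: 0% = vehicle with enzyme and substrate and 100% = no enzyme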
UHRF1 binding: blocks human UHRF1 binding to methylated DNA; Q96T88; 370,000 tested, 0.75% active; UHRF1 binding to methylated oligo, TR-FRET; inhibition, % at 4.4 µM; in the data active = inhibition above about 21%;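 also: UHRF1 SRA domain binding a hemimethylated CpG hairpin DNA probe; 0% = median of test compound wells and 100% = reference inhibitor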
KLK7 zymogen act: proKLK7 (human) activation, primary screen | P49862 | purified proKLK7, EDANS-DABCYL substrate fluorescence; 100% is mature enzyme control, 0% vehicle | activation, % at 7 µM | 370,000 tested, 0.9% active | AID 652039;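 active = activation above the mean of all tested compounds plus 3 SD, computed per campaign excluding outliers beyond control limits, cut at about 13% in these data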
DDE Tn7 FP inh: inhibitors of Tn7 peptide binding to human fibrin DD(E); inhibition, % at 8.3 µM; P02675; AID 720508; 370,000 tested, 0.13% active; FP displacement of FITC-Tn7 peptide from fibrin DD(E); 0% = median of compound wells per plate;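 active = inhibition above the mean of compounds falling within the control limits plus 3 SD of them, cut at about 14% in these data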;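 also: 0% = plate median of compound wells and 100% = 10 µM Aha-Tn7 peptide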
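Assay system: Human fibrin DD(E) protein | Medium: Tris buffer with calcium and detergent, pH 7.8 | Reagent: 0.1 µM fluorescent Tn7 | Compound dosing: Single point at 8.3 µM | Times: 10 min preincubation, 3 h with tracer, room temperature | Detection: Fluorescence polarization of the labelled Tn7 tracer | Controls: Aha-Tn7 high control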
DDE Tn6 FP inh: DD(E)-Tn6 binding inhibition, primary FP screen; P02675; Fibrin DD(E) TRITC-Tn6 fluorescence polarization displacement; inhibition, % at 8.3 µM; 370,000 tested, 0.21% active;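 active = inhibition above a per-campaign cutoff: mean of compounds within control limits plus 3 SD, cut at about 15% in these data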;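 also: 0% = median of all compound wells on the plate and 100% = blocking peptide control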
ARFGAP1 inhibitor: inhibitors of rat ARFGAP1; Q62848; Arfgap1-stimulated ARF1 GTP hydrolysis, GDP FP detection; inhibition, % at 16.5 µM; 360,000 tested, 0.26% active;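 active = inhibition above a per-plate limit, mean inhibition of low control wells plus 3 SD, cut at about 25% in these data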;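 also: 0% = DMSO wells with enzyme and 100% = wells lacking Arfgap1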
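Assay system: purified rat His6-Arfgap1 residues 1-136 (GAP domain); Reagent: human Δ17 ARF1 bound to GTP; Dosing: 16.5 µM single point, 1.26% DMSO; Times: GTP hydrolysis reaction 2 h at 25 °C; Signal: FP, GDP Alexa 633 tracer displaced from anti-GDP antibody, 620/688 nm; Measure: % inhibition from polarization.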
PLCg1 inh: PLC-gamma1 (human) inhibition, primary screen; P19174; purified PLC-gamma1, fluorogenic substrate, fluorescence; inhibition, % at 12.2 µM; 370,000 tested, 0.84% active; in the data active = inhibition above about 9.5%
ADAM17 inh: ADAM17 inhibition, QFRET primary screen; recombinant ADAM17, EDANS/DABCYL FRET peptide cleavage; inhibition, % at 6.95 µM; 370,000 tested, 0.83% active;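 active = inhibition above the mean of compounds lying between control limits plus 3 SD, set per campaign, cut at about 8.5% in these data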;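 also: 0% = DMSO-only wells as the low control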
PLCb3 inh: blocks human PLC-beta3 enzyme activity; Q01970; Purified PLC-beta3, fluorogenic substrate, fluorescence; inhibition, % at 12.2 µM; 370,000 tested, 0.18% active; in the data active = inhibition above about 11%;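 also: 0% = median of compound wells on plate and 100% = full blocker control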
Target sequence (Q01970 whole entry, looked up): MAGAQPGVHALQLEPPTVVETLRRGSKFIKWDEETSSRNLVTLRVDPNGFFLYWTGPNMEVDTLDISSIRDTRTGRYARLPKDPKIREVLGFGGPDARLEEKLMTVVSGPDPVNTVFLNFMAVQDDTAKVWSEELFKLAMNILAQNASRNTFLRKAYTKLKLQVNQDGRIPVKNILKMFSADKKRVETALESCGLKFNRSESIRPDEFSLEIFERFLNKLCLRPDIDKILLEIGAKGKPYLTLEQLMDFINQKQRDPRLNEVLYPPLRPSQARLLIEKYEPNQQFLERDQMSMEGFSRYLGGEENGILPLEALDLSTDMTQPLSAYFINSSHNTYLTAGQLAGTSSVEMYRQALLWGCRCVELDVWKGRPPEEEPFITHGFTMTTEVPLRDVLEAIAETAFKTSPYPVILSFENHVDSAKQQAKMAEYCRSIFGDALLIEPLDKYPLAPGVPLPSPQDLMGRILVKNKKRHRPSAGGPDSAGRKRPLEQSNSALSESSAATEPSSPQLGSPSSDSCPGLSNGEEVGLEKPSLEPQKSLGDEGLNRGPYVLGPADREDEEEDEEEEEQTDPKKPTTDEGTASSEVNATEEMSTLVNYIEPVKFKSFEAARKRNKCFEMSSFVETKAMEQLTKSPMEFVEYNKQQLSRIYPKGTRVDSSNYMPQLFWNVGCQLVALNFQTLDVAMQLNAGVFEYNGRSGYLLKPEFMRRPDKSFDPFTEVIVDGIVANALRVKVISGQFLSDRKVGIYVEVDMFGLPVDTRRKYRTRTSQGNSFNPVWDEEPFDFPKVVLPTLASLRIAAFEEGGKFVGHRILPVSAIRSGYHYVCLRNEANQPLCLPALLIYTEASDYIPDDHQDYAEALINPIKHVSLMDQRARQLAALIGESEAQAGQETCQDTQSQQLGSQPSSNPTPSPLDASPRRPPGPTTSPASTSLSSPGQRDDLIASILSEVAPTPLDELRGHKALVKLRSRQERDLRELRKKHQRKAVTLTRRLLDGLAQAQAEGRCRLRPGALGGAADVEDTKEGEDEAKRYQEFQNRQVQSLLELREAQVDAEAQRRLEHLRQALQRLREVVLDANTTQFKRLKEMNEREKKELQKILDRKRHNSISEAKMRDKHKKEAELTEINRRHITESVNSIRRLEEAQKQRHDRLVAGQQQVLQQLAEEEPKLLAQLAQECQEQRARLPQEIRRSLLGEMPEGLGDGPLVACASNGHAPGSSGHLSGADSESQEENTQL
MBD2 DNA inh: MBD2-methylated oligo binding inhibition. TR-FRET, MBD2 binding to methylated oligonucleotide. inhibition, % at 4.4 µM. 370,000 tested, 0.31% active. AID 686964; in the data active = inhibition above about 13%
* hit, by the source's call; / = no result given.

No.	molecule	DDE Tn6 FP inh	PLCg1 inh	KLK7 zymogen act	PLCb3 inh	UHRF1 binding	ASAP1 GAP inh	ADAM17 inh	MBD2 DNA inh	DDE Tn7 FP inh	ARFGAP1 inhibitor
1	O=C(Cc1ccccc1)Nc1ccccc1N1CCOCC1	1	1	-0.1	2	0	0	-3	-1	-1	-9
2	CCC(CC)c1nnc(NC(=O)Cc2cccs2)s1	5	-6	-0.4	-4	-3	-4	-3	-5	5	11
3	O=C(NCCCn1ccnc1)c1cccc(S(=O)(=O)Nc2ccc(Br)cc2)c1	7	3	0.3	-5	0	-6	-3	-1	-6	7
4	Cc1ccc(-c2n[nH]c(=S)n2/N=C/c2ccc(C)o2)cc1	0	-1	-0.4	-5	0	-2	3	3	-3	-2
5	CS(=O)(=O)Nc1ccc(C(=O)Nc2ccc(S(=O)(=O)Nc3nccs3)cc2)cc1	3	-1	-0.8	-7	4	8	-5	2	3	3
6	O=C(N/N=C/c1ccccc1F)c1ccccc1OCc1ccccc1	0	1	0.1	-8	1	14	1	2	4	8
7	COCCCN1C(=O)C(CC(=O)NCc2ccco2)CC(C(=O)N2CCOCC2)=C1C (stereo unspecified)	-9	0	0.3	0	6	-16	-3	-3	1	-8
8	NC1=NS(=O)(=O)NC1c1cccc(Cl)c1 (stereo unspecified)	-6	4	0.5	4	1	-5	0	-3	-4	-12
9	COc1cccc(CNC(=O)C[C@H]2CC[C@H]3[C@@H](COc4ccc(NC(=O)c5cccs5)cc4C(=O)N3C)O2)c1	3	9	-0.2	3	7	/	-9	7	-2	/
10	O=C(Cn1nc(C(F)F)cc1C1CC1)N1CCCC1	-6	0	-0.8	-11	3	-1	-6	6	2	-5
11	CCc1ccc(OCCNc2cc(N3CCNC(C)C3)ccc2[N+](=O)[O-])cc1 (stereo unspecified)	2	7	0.1	-5	-1	2	3	4	2	8
12	CCN(CC)C(=O)CSc1nnc(-c2ccco2)o1	0	0	0.0	0	-1	0	-4	3	-2	-2
13	CC(C)Cc1ccc(CN2CCCC(NC(=O)c3cccc(-n4cnnc4)c3)C2)cc1 (stereo unspecified)	-8	0	0.3	-11	3	-9	-5	3	4	8
14	C=CCn1c(=N)n(CC(=O)c2ccccc2)c2ccccc21	-5	0	-0.4	-9	0	-3	0	-3	-3	11
15	CCCn1c(=O)n(C)c(=O)c2c(SCC(=O)NCC(c3ccccc3)N(C)C)nc(CC(C)C)nc21 (stereo unspecified)	-8	1	0.6	-5	-4	-11	-4	-3	-2	-16
16	O=C1/C(=C\c2ccc(Br)cc2)SC(=S)N1NS(=O)(=O)c1ccccc1	-2	-3	-0.3	-10	4	-8	-7	1	1	-1
17	CN([C@@H](C(=O)OC(C)(C)C)c1ccccc1)S(=O)(=O)c1cccc(S(=O)(=O)N(C)[C@@H](C(=O)OC(C)(C)C)c2ccccc2)c1	1	1	0.2	1	-2	-12	-1	0	4	-2
18	CC(=O)NC1=NN(C(C)=O)C(C)(c2cccc([N+](=O)[O-])c2)S1 (stereo unspecified)	6	4	-0.3	3	0	4	-1	-6	-9	1
19	COc1cccc(Cn2nnc(C(=O)NCc3ccccc3Cl)c2N)c1	3	-2	0.1	-1	-2	9	0	1	-3	-16
20	COc1ccc(Cl)cc1NC(=O)COc1ccc2c(c1)OCO2	-3	0	-0.3	-2	-1	-6	0	-1	7	-13

Another view of part of the listing above.
3. O=C(NCCCn1ccnc1)c1cccc(S(=O)(=O)Nc2ccc(Br)cc2)c1
  DDE Tn6 FP inh: 7
  PLCg1 inh: 3
  KLK7 zymogen act: 0.3
  PLCb3 inh: -5
  UHRF1 binding: 0
  ASAP1 GAP inh: -6
  ADAM17 inh: -3
  MBD2 DNA inh: -1
  DDE Tn7 FP inh: -6
  ARFGAP1 inhibitor: 7

15. CCCn1c(=O)n(C)c(=O)c2c(SCC(=O)NCC(c3ccccc3)N(C)C)nc(CC(C)C)nc21 (stereo unspecified)
  DDE Tn6 FP inh: -8
  PLCg1 inh: 1
  KLK7 zymogen act: 0.6
  PLCb3 inh: -5
  UHRF1 binding: -4
  ASAP1 GAP inh: -11
  ADAM17 inh: -4
  MBD2 DNA inh: -3
  DDE Tn7 FP inh: -2
  ARFGAP1 inhibitor: -16

9. COc1cccc(CNC(=O)C[C@H]2CC[C@H]3[C@@H](COc4ccc(NC(=O)c5cccs5)cc4C(=O)N3C)O2)c1
  DDE Tn6 FP inh: 3
  PLCg1 inh: 9
  KLK7 zymogen act: -0.2
  PLCb3 inh: 3
  UHRF1 binding: 7
  ASAP1 GAP inh: /
  ADAM17 inh: -9
  MBD2 DNA inh: 7
  DDE Tn7 FP inh: -2
  ARFGAP1 inhibitor: /

8. NC1=NS(=O)(=O)NC1c1cccc(Cl)c1 (stereo unspecified)
  DDE Tn6 FP inh: -6
  PLCg1 inh: 4
  KLK7 zymogen act: 0.5
  PLCb3 inh: 4
  UHRF1 binding: 1
  ASAP1 GAP inh: -5
  ADAM17 inh: 0
  MBD2 DNA inh: -3
  DDE Tn7 FP inh: -4
  ARFGAP1 inhibitor: -12

Next section:
No.	molecule	DDE Tn6 FP inh	PLCg1 inh	KLK7 zymogen act	PLCb3 inh	UHRF1 binding	ASAP1 GAP inh	ADAM17 inh	MBD2 DNA inh	DDE Tn7 FP inh	ARFGAP1 inhibitor
21	Cc1n[nH]c(=O)c2c(NC(=O)CSc3nnnn3-c3ccc(O)cc3)oc(C)c12	-2	-4	-0.5	-11	2	2	-6	-6	-3	5
22	COC(=O)c1cc2c(s1)CS(=O)C2 (stereo unspecified)	2	2	-1.7	1	-1	3	0	-7	-5	-2
23	CCc1nc(N[C@H](C(=O)O)C(C)C)c2oc3ccccc3c2n1	-3	-1	-0.5	-8	-1	-2	-4	-3	-8	6
24	COc1ccc(CCNC(=O)CN(c2cc([N+](=O)[O-])ccc2OC)S(C)(=O)=O)cc1	-3	1	0.5	6	-1	-19	1	-6	6	-3
25	CCOCCCNC(=O)C(NC(=O)Cc1cccs1)c1ccc(C)cc1 (stereo unspecified)	-3	0	-0.1	-9	0	-9	-4	0	7	-8
26	CCOc1ccccc1Nc1ncccc1C(=O)O	-2	-4	1.1	-1	0	5	2	1	1	-10
27	CCCc1nc(SCc2ccc(Cl)cc2Cl)n[nH]1	4	2	0.5	0	8	0	0	3	1	7
28	Cn1c(=O)c2c(O)cc(=O)[nH]c2n(-c2ccccc2)c1=O	-1	2	0.3	7	0	1	2	-5	-3	9
29	CCN(CC)CCCNC(=O)CSc1nc(-c2cccs2)cc(C(F)(F)F)n1	-3	-3	0.7	-12	-1	-5	-13	-3	0	8
30	COc1ccccc1NS(=O)(=O)c1ccc2c(c1)NC(=O)CC(=O)N2	-4	-1	-0.4	-2	0	-3	0	-3	-2	6
31	CCN(CC)S(=O)(=O)c1ccc2nnn(O)c2c1	9	-2	0.1	-7	-3	5	-1	4	1	7
32	COc1nccnc1NS(=O)(=O)c1ccc(N/C=C2\CCCCC2=O)cc1	4	-3	0.5	-1	0	-3	-4	3	-4	-3
33	CCCCOc1ccc(C(=O)NC)cc1	3	0	-0.1	0	1	3	-2	2	0	4
34	COC(=O)c1c(-c2ccccc2)noc1-c1ccccc1	-6	1	0.5	-6	-1	6	-1	-2	-1	8
35	COc1ccc(-c2noc(N3CCC(C(=O)Nc4ccccc4F)CC3)n2)cc1	0	1	0.2	2	-1	1	-1	0	-5	3
36	CCOC(=O)c1sc(N(Cc2ccccc2)C(=O)COC(=O)c2ccc(O)cc2)nc1C	27*	5	-0.1	-2	5	26*	5	-2	6	16
37	COc1ccc(CN2CCC(C(N)=O)CC2)cc1OCc1ccccc1	-9	4	-0.1	-5	1	-9	-8	10	5	0
38	COc1cc(-c2cc(=O)c3c(C)cc(O)cc3o2)cc(OC)c1OC	4	-158	11	-195	-1	-12	-32	0	5	-4
39	CCCC(C(=O)NCC1CCCO1)N(C(=O)CNS(=O)(=O)c1ccccc1)c1ccc(F)cc1 (stereo unspecified)	2	-4	0.2	-4	-2	6	-4	0	-4	5
40	COc1ccc(Cl)cc1Nc1nc(-c2sc(NC(=O)c3ccco3)nc2C)cs1	3	-91	-14	-128	-2	12	-3	-1	8	17
41	CC(C)c1ccc(NC(=O)CN2CCN(C(=O)C3CCCO3)CC2)cc1 (stereo unspecified)	6	1	-0.2	-2	0	0	-1	-4	-3	0
42	Cc1nnc(SCC(=O)Nc2ccc3c(c2)OCCO3)s1	-1	3	0.3	0	1	5	-5	2	3	-1
43	COc1ccc(C2CC(=O)Nc3cc(OC)c(OC)cc32)cc1 (stereo unspecified)	-3	4	-0.7	2	10	-1	-1	9	-5	-6
44	COC(=O)C(Cc1ccc(O)cc1)NC(=O)C12CC3CC(CC(C3)C1)C2 (stereo unspecified)	-3	4	0.1	-2	3	4	1	3	2	7
45	CN(Cc1ccccc1Cl)C(=O)CN1C(=O)C2(OCCCO2)c2ccccc21	-10	-1	-0.3	0	-1	/	0	2	-5	/
46	Fc1ccccc1/C=N/n1cc(-c2ccccc2)[nH]c1=S	7	-12	0.1	-23	-2	-9	-9	-4	0	8
47	CCOC(=O)c1ccc(NCc2ccncc2)cc1	0	1	0.2	4	-1	-10	2	0	2	-8
48	COc1ccc(NC(=O)CN2CCC(NC(=O)C3CCCCC3)CC2)c([N+](=O)[O-])c1	9	1	0.0	-1	0	-9	2	-2	-3	-10
49	O=C1Nc2cc(C(=O)N3CCN(c4ccc(F)cc4)CC3)ccc2NC1CSCc1cccc(F)c1 (stereo unspecified)	-2	-12	-0.3	-27	-7	1	2	-2	-7	18
50	O=C(NCCCO)c1cc2c(cn1)[nH]c1ccccc12	5	-51	14*	-69	-1	-5	-70	2	2	3
51	COc1cc(C(=O)NCc2cccc3ccccc23)ccc1OCc1ccccc1	-8	-2	0.6	-2	1	6	7	4	-6	9
52	CC1CC(C)(C)CC2(C1)NC(=O)N(CC(=O)N1CCN(S(=O)(=O)c3cccc(F)c3)CC1)C2=O (stereo unspecified)	-13	0	-0.6	-1	5	1	-1	8	7	1
